Screens as filed in PubChem.
RSV antiviral HEp-2 – inhibition of RSV-induced cytopathic effect – HEp-2 cells, primary 10 µM value included (AID 2391); HEp-2 cells, RSV-induced CPE inhibition; higher % means a stronger effect; CPE inhibition, % at 10 µM, or IC50 in µM where a hit was titrated; 0.13% of 310,000 active; in the data active = a potency from the dose series; inconclusive = CPE inhibition mostly from about 23% at the one dose, without a potency; inactive = the rest, 99 in 100 with CPE inhibition below about 21%; also: strong numbers were not always called active
TNAP activation fold – stimulation of alkaline phosphatase TNAP activity – biochemical, luminescent, no phosphate acceptor, uHTS, primary screen (AID 1001); purified TNAP, luminescent activation assay, no phosphate acceptor; higher activation fold means a stronger effect; activation fold at 20 µM, or EC50 in µM where a hit was titrated; 0.03% of 200,000 active; in the data active = activation fold from about 3, or a potency from the dose series; inactive = the rest, 99 in 100 with activation fold below about 1.6; also: many of its hits are not listed in these tables
MgcRacGAP inhibition – MgcRacGAP GTPase-activating activity inhibitors, confirmation, biochemical, ADP Hunter fluorescence; AID 624330; 0.6% of 340,000 active; one-dose inhibition, % at 30 µM; IC50 in µM for titrated hits; MgcRacGAP-stimulated Rac1 GTP hydrolysis, ADP Hunter fluorescence; higher % means a stronger effect; GST-tagged Rac1 F28L mutant substrate;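 active = first-screen hits whose inhibition reached a set limit at any dose in the follow-up dose series; inconclusive = inhibition above the set first-screen limit but never retested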;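 also: fluorescence reports GDP produced by GAP-driven GTP hydrolysis; strong numbers were not always called active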
UTI89 phage lysis – protection from phage-mediated lysis, alamar blue read-out – E. coli UTI89, K1F phage, bacterial capsule biogenesis inhibitors (AID 488966) | E. coli UTI89 K1F phage lysis, alamar blue, 2 h; higher % means a stronger effect | inhibition, % at 100 µM; hits with a dose series show IC50 in µM | 0.02% of 340,000 active;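 active = phage lysis inhibition, versus mean bacterial control, above a set limit; inconclusive = no clear call, values can overlap the other calls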;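 also: capsule biogenesis inhibitors block K1F phage lysis so surviving cells raise fluorescence; higher fluorescence means more inhibition of phage lysis; actives were called in the ten point dose series up to 300 µM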
Myeloid diff 2 – myeloid differentiation induction; ER-HoxA9 myeloid progenitors, lysozyme-GFP differentiation, flow cytometry; calls only at 10 µM; 1% of 360,000 active; AID 624256;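 active = normalized GFP-positive differentiation at or above the plate's own cutoff, the solvent-only control mean plus 3 SD; inconclusive = no clear call, values can overlap the other calls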;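 also: cells exposed to compound for four days before flow analysis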
Salmonella PhoP GFP – PhoP-dependent GFP reporter repression – Salmonella Typhimurium, primary screen (AID 1863); one-dose inhibition, % at 50 µM; IC50 in µM for titrated hits; 0.16% of 300,000 active; S. Typhimurium PhoP-regulated promoter GFP reporter, 4 h; higher % means a stronger effect;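 active = inhibition over 29.93%, a cutoff 3 SD above the screen mean, later confirmed by dose response; inconclusive = inhibition over 29.93% but no dose response follow-up; inactive = inhibition at most 29.93% or unconfirmed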;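 also: 0% = low Mg2+ inducing control and 100% = high Mg2+ repressing control; strong numbers were not always called active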
NTR1 ag – agonists of NTR1, primary screen, imaging, U2OS cells, beta-arrestin-GFP, high content (AID 493036) | P30989 | NTR1-U2OS beta-arrestin-GFP spot imaging, agonist mode | activation, % at 20 µM | 0.17% of 330,000 active;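 active = activation at or above 40% of the spot to cytoplasm intensity ratio, with at least 20 cells analyzed; inconclusive = wells under 20 cells, flagged as cytotoxic or low count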;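 also: 0% = DMSO without peptide and 100% = 100 nM NTR1 peptide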
Target sequence (P30989 whole entry, looked up): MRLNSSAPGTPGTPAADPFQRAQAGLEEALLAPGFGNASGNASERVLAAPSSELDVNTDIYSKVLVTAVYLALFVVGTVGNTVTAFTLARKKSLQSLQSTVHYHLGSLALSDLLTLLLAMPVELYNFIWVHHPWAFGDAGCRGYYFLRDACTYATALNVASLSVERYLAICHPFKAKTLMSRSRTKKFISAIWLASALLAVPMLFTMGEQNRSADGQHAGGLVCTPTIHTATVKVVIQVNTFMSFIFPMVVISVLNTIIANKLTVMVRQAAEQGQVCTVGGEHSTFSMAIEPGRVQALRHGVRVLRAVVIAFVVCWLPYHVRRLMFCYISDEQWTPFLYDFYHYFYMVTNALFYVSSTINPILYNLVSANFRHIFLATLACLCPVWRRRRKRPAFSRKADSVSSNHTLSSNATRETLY
T cell HTS – T cell immune modulators affecting CD8 T cell-vesicle binding; 2C CD8+ T cell-vesicle binding, flow cytometry; active compounds read low; 0.068% of 330,000 active; calls only at 7 µM; AID 2052;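 active = response, share of CD8 T cells binding vesicles, and their 90th percentile fluorescence all below set limits, cut at about 80% in these data, passing the limit was not always enough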
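Incubation: binding step 1.5 h, 37 °C, antibody labelling 20 min, ice; system: murine 2C transgenic CD8+ T lymphocytes; technique: cytometric PE anti-B7-1 and Alexa647 anti-CD8 signals after 1% paraformaldehyde fixation; also added: QL9-charged Drosophila Ld/ICAM-1/B7-1 vesicles; control set: naked versus QL9-loaded vesicles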
SV40 large T antigen – SV40 large T antigen inhibitors, biochemical (AID 1903); SV40 large T antigen ATPase/helicase inhibition assay; higher % means a stronger effect; inhibition, % at 20 µM, or IC50 in µM where a hit was titrated; 0.39% of 310,000 active; in the data active = a potency from the dose series; inconclusive = inhibition mostly from about 32% at the one dose, without a potency; inactive = the rest, 99 in 100 with inhibition below about 32%; also: strong numbers were not always called active
T cell HTS vesicle-bound % – also measured in T cell HTS; calls as there; double positive events, %; measured here: CD8+ vesicle-bound cell fraction;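 binding gate set so that unloaded-vesicle control wells show 10% double positive cells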
NTR1 ag cell count 20 µM – further read-out of NTR1 ag, marked with its call; cell count; measured here: cell count, cytotoxicity flag
Myeloid diff 2 GFP+ MAC1+ % – recorded beside Myeloid diff 2, whose call it bears; GFP+ MAC1+ double positive, %; measured here: differentiation confirmed by MAC1 staining
* marks the source's active call; other numbers are inactive results; i = inactive; ? = inconclusive; . = not tested or not shown; & = joins results of further samples; [ ] = dose if it differs, or a comment. This is a random part of the collection; any-hit rate near 2.3%.

[1] CCN(Cc1ccccc1)S(=O)(=O)c1ccccc1Br
[2] COc1ccccc1OCC(=O)Nc1ccc(CSc2ccccc2)cc1C
[3] Fc1cccc2sc(Nc3nc4cc5c(cc4s3)OCCO5)nc12
[4] CCOc1ccc(NCc2cc3cc(OC)ccc3[nH]c2=O)cc1
[5] CCOc1ccc(NC(=O)c2ccc(NC(=O)COC(=O)c3ccc(NC(=O)CC#N)cc3)cc2)cc1
[6] Cc1cc2c(ccc3[nH]onc32)n1
[7] COc1cc(OC)cc(C(=O)Nc2ccc3c(c2)CCCN3C(=O)c2cccs2)c1
[8] CCOc1cc(CNCc2ccccc2)ccc1OCC(=O)NC1CCCCC1
[9] CCOc1ccc(C2=CC(=O)C[C@H](c3ccc(OC)cc3)C2)cc1
[10] S=C(NCCc1ccccc1)Nc1ccc(N2CCCCC2)cc1

Screen / compound no. | 1 | 2 | 3 | 4 | 5 | 6 | 7 | 8 | 9 | 10
RSV antiviral HEp-2 | . | 1.1% | 9.7% | 21% | -1.0% | 5.0% | . | 1.0% | 2.4% | 6.8%
TNAP activation fold | . | 1.1 | 1.4 | . | . | 1 | . | . | . | .
MgcRacGAP inhibition | 2% | 0% | 2% | 16% | 5% | 7% | 9% | 3% | 4% | 8%
UTI89 phage lysis | 0.1% | 0.5% | 1.6% | 0.2% | -1.7% | 0.0% | 0.6% | 1.4%[50 µM] | -2.1% | 1.2%[50 µM]
Myeloid diff 2 | i | i | i | i | i | i | i | ? | i | i
Myeloid diff 2 GFP+ MAC1+ % | 0.6 | 1.6 | 1.3 | 0.7 | 1.3 | 0.5 | 1.1 | . | 1.6 | 0.3
Salmonella PhoP GFP | . | 0% | -13% | 11% | 1% | 20% | 2% | 0% | . | -5%
NTR1 ag | 1.0 | 5.7 | 0.5 | 0.4 | -0.1 | -1.7 | 2.6 | 3.6 | 2.6 | 0.1
NTR1 ag cell count 20 µM | 61 | 75 | 50 | 63 | 42 | 81 | 43 | 50 | 67 | 44
T cell HTS | . | i | i | i | i | i | i | i | i | i
T cell HTS vesicle-bound % | . | 5 | 39 | 27 | 41 | 19 | 29 | 63 | 33 | 20
SV40 large T antigen | . | 2% | 12% | 28% | 25% | 6% | 16% | 11% | . | 13%

[11] O=C(O)CC12CC3CC(C1)CC(n1ncc(NCc4ccco4)c(Cl)c1=O)(C3)C2
[12] CN(CC(=O)N1CCCC1)S(=O)(=O)c1cc(Cl)ccc1Cl
[13] COc1cc(/C=C/c2ccc3cccc([N+](=O)[O-])c3n2)ccc1OCC#N
[14] COc1ccc(C#Cc2c(-c3ccccc3)n(C)c3ccccc23)cc1
[15] CCOC(=O)[C@@H]1[C@H]2COc3cc(OC)ccc3[C@@H]2N2C(=O)N(c3ccccc3)C(=O)[C@]12C
[16] CCOc1ccc2oc(C(=O)OCC(=O)NC(=O)NC)c(C)c2c1
[17] CCOc1cc(C(=O)Nc2ccc(N3CCOCC3)cc2)cc(Br)c1OC
[18] CCc1ccc(C2CC(c3ccccc3)n3ncnc3N2)cc1 (stereo not given)
[19] COc1ccc(-c2noc(N3CCC(C(=O)N(C)c4ccccc4C)CC3)n2)cc1
[20] O=C(Cc1cc(=O)[nH][nH]1)N/N=C/C=C/c1ccccc1

Screen / compound no. | 11 | 12 | 13 | 14 | 15 | 16 | 17 | 18 | 19 | 20
RSV antiviral HEp-2 | -0.2% | 2.1% | 2.3% | . | . | 3.1% | 2.5% | 0.9% | 5.3% | 1.4%&-0.8%
TNAP activation fold | . | 1 | 1.1 | . | . | . | 1.1 | 0.9 | . | 1&1.1
MgcRacGAP inhibition | 15% | 3% | 11% | 2% | 5% | 11% | 3% | -1% | -1% | 13%
UTI89 phage lysis | 0.7%[50 µM] | 4.2% | -0.2% | -1.3% | 11% | 0.1% | 0.3% | 5.3% | -0.5% | 1.5%
Myeloid diff 2 | i | i | i | i | i | i | i | i | i | i
Myeloid diff 2 GFP+ MAC1+ % | 0.1 | 0.4 | 0.1 | 0.2 | 0.7 | 0.4 | 0.2 | 1.6 | 1.2 | 0.6
Salmonella PhoP GFP | -5% | -4% | 11% | . | . | 1% | 4% | 22% | . | 5%&7%
NTR1 ag | 0.7 | 2.8 | -1.0 | -1.5 | 1.6 | -0.1 | 0.3 | 0.3 | 4.7 | 6.7&-0.9
NTR1 ag cell count 20 µM | 51 | 65 | 71 | 48 | 50 | 55 | 61 | 60 | 89 | 93&45
T cell HTS | i | i | i | i | i | i | i | i | i | i
T cell HTS vesicle-bound % | 57 | 15 | 61 | 39 | 6 | 35 | 43 | 64 | 21 | 50&5
SV40 large T antigen | 15% | 10% | -4% | . | . | 6% | 5% | -2% | 2% | 20%&21%

One compound at a time, as listed above. Values in the order: RSV antiviral HEp-2, TNAP activation fold, MgcRacGAP inhibition, UTI89 phage lysis, Myeloid diff 2, Myeloid diff 2 GFP+ MAC1+ %, Salmonella PhoP GFP, NTR1 ag, NTR1 ag cell count 20 µM, T cell HTS, T cell HTS vesicle-bound %, SV40 large T antigen
`CCOc1cc(CNCc2ccccc2)ccc1OCC(=O)NC1CCCCC1` is entered as 1.0%, ., 3%, 1.4%[50 µM], ?, ., 0%, 3.6, 50, i, 63, 11%
`CCOc1ccc2oc(C(=O)OCC(=O)NC(=O)NC)c(C)c2c1` is entered as 3.1%, ., 11%, 0.1%, i, 0.4, 1%, -0.1, 55, i, 35, 6%
`CCOc1ccc(NCc2cc3cc(OC)ccc3[nH]c2=O)cc1` is entered as 21%, ., 16%, 0.2%, i, 0.7, 11%, 0.4, 63, i, 27, 28%
`CN(CC(=O)N1CCCC1)S(=O)(=O)c1cc(Cl)ccc1Cl` is entered as 2.1%, 1, 3%, 4.2%, i, 0.4, -4%, 2.8, 65, i, 15, 10%
`O=C(Cc1cc(=O)[nH][nH]1)N/N=C/C=C/c1ccccc1` is entered as 1.4%&-0.8%, 1&1.1, 13%, 1.5%, i, 0.6, 5%&7%, 6.7&-0.9, 93&45, i, 50&5, 20%&21%

Other entries follow:
[21] CCOC(=O)N1CCN(C(=O)c2c(-c3ccccc3Cl)noc2C)CC1
[22] CC1(C)OC(=O)C(=CNc2cccc(O)c2)C(=O)O1
[23] COc1cc(/C=C2/C(=O)c3cccc([N+](=O)[O-])c3C2=O)c(Br)cc1O
[24] O=C1CCc2cc(S(=O)(=O)N3CCCCC3)cc3c2N1CCC3

Screen / compound no. | 21 | 22 | 23 | 24
RSV antiviral HEp-2 | 1.3% | -1.3% | -1.4% | -1.7%
TNAP activation fold | . | 1 | 0.3 | .
MgcRacGAP inhibition | 3% | 8% | ? | 3%
UTI89 phage lysis | 0.1% | 6.8% | -1.9% | 1.0%[50 µM]
Myeloid diff 2 | i | i | i | i
Myeloid diff 2 GFP+ MAC1+ % | 0.5 | 6.6 | 0.5 | 0.7
Salmonella PhoP GFP | 2% | 15% | 17% | 0%
NTR1 ag | 0.4 | 0.3 | . | 0.0
NTR1 ag cell count 20 µM | 49 | 47 | . | 50
T cell HTS | i | i | i | i
T cell HTS vesicle-bound % | 27 | 10 | 41 | 31
SV40 large T antigen | 2% | 29% | 14µM* | 14%

In another format: 2 of the compounds above
#	mol	RSV antiviral HEp-2	TNAP activation fold	MgcRacGAP inhibition	UTI89 phage lysis	Myeloid diff 2	Myeloid diff 2 GFP+ MAC1+ %	Salmonella PhoP GFP	NTR1 ag	NTR1 ag cell count 20 µM	T cell HTS	T cell HTS vesicle-bound %	SV40 large T antigen
22	CC1(C)OC(=O)C(=CNc2cccc(O)c2)C(=O)O1	-1.3%	1	8%	6.8%	i	6.6	15%	0.3	47	i	10	29%
24	O=C1CCc2cc(S(=O)(=O)N3CCCCC3)cc3c2N1CCC3	-1.7%	.	3%	1.0%[50 µM]	i	0.7	0%	0.0	50	i	31	14%
